Screening data deposited in PubChem by several laboratories.
PMI activator = activators of human phosphomannose isomerase; P34949; purified human PMI, coupled resazurin fluorescence, 20 min; stronger effect = higher value; 1 = vehicle control, 0 substrate-free wells; activation factor at 20 µM; 190,000 compounds, 0.005% hits;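 active = activation factor of 2 or more at 20 µM, relative to plate controls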
Target sequence (P34949 whole entry, looked up): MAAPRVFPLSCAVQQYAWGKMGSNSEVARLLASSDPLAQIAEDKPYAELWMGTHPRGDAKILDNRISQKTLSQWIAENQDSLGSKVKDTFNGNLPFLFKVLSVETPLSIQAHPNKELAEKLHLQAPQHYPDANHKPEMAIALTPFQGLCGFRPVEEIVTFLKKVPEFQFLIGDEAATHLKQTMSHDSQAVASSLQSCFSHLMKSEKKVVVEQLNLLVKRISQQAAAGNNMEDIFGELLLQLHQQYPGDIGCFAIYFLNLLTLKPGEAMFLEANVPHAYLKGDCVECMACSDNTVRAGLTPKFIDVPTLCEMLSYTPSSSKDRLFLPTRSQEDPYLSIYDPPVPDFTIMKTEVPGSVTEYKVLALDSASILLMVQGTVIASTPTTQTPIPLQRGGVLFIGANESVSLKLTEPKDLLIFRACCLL
TNAP inh noacc = inhibitors of human TNAP without phosphate acceptor; P05186; purified TNAP, CDP-star luminescence, 30 min; inhibition, % at 20 µM; 200,000 compounds, 0.26% hits;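 active = tissue-nonspecific alkaline phosphatase inhibition above about 50% at 20 µM in the single-dose screen, limit read from the data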;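 note: 0% = DMSO negative control and 100% = EDTA positive control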
Target sequence (P05186 whole entry, looked up): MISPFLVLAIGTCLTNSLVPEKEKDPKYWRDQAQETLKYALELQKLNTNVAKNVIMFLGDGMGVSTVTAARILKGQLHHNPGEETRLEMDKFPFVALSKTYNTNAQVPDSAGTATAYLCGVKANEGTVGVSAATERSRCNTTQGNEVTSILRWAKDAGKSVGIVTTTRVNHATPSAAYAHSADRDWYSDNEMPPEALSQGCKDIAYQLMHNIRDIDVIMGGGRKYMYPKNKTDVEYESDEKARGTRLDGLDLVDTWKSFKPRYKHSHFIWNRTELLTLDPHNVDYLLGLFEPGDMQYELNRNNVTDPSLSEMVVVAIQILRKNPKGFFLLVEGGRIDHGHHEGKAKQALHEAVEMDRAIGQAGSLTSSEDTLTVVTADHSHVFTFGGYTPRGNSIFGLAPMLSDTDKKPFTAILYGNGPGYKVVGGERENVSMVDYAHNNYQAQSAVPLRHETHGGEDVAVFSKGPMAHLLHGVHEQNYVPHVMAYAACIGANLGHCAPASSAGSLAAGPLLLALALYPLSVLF
TNAP inh hi DEA = TNAP (human) inhibition, high acceptor; purified TNAP, CDP-star luminescence, 1 M DEA; inhibition, % at 20 µM; 200,000 compounds, 0.03% hits;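 active = over 50% inhibition of tissue-nonspecific alkaline phosphatase at 20 µM in the single-dose screen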;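 note: plate controls were DMSO wells for no effect and EDTA-quenched wells as full inhibition for full effect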
bIAP activator = increases bovine intestinal alkaline phosphatase activity | purified bovine IAP, CDP-star luminescence, 30 min; stronger effect = higher value; fold of DMSO-control signal, blank-subtracted | activation factor at 20 µM | 200,000 compounds, 0.17% hits;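 active = activation factor of 2 or more at 20 µM, a signal rise over negative controls twice the positive control's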
Diaphorase inh = diaphorase inhibition or chemical oxidation counter-screen | diaphorase resazurin-to-resorufin fluorescence, NADH, 16 min; bacterial (C. kluyveri) enzyme, not human | inhibition, % at 20 µM | 190,000 compounds, 0.69% hits;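 active = primary screen inhibition at 20 µM above a set limit, cut at about 50% in these data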;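 note: plate controls were DMSO with full reaction for no effect and wells lacking NADH for full effect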
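controls = No-NADH positive control and DMSO neutral control | system = Clostridium kluyveri diaphorase enzyme | timing = reaction incubation of 16 min at room temperature | signal = resorufin fluorescence 544/590 nm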
Diaphorase act = counter-screen for diaphorase-based assays: diaphorase activators and chemical reducers; Diaphorase/resazurin coupled assay, resorufin fluorescence, 16 min; stronger effect = higher value; 1 = vehicle wells, 0 = NADH-free wells; AID 1229; activation factor at 20 µM; 190,000 compounds, 0.005% hits;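 active = diaphorase activity raised at least twofold by the compound at 20 µM; inactive = activation factor below 2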
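System – purified diaphorase enzyme from Clostridium kluyveri · Input – enzyme 0.07 U/mL final · Also added – final NADH 0.114 mM, resazurin 0.1 mM · Measured by – fluorescence of resorufin, 544 nm excitation, 590 nm emission · Timing – 16 min enzyme reaction, ambient temperature · Measure – resorufin increase flagging diaphorase activators or reducers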
PMI act hi M6P = increases human PMI activity with near-saturating mannose 6-phosphate. coupled PMI enzyme assay, resazurin fluorescence, 20 min; stronger effect = higher value; 1 = untreated enzyme, 0 = substrate-free blank. activation factor at 20 µM. 190,000 compounds, 0.34% hits. AID 1216;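 active = activation factor of 2 or more at 20 µM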
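Test system: human phosphomannose isomerase with PGI, G6PDH, diaphorase coupling enzymes; amount: 15 ng/mL PMI; incubation: enzyme reaction with compound 20 min at room temperature; technique: resorufin fluorescence (Ex 544/Em 590 nm) from resazurin via diaphorase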
bIAP inh = blocks bovine intestinal alkaline phosphatase activity; inhibition, % at 20 µM; AID 1019; 190,000 tested, under 10 active; purified bovine IAP, CDP-star luminescence, 30 min;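 active = over 50% inhibition of intestinal alkaline phosphatase at 20 µM in the single-dose screen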
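System: Purified bovine intestinal alkaline phosphatase (IAP) enzyme | Input: IAP diluted 1/65,000,000 in the well | Also added: CDP-star chemiluminescent phosphatase substrate, 30 µM final | Dosing: 20 µM single dose | Times: Enzyme reaction for 30 min at room temperature | Detection: Luminescence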
TNAP act hiacc = activators of human TNAP at high phosphate acceptor concentration. P05186. purified TNAP, CDP-star luminescence, 1 M DEA, 30 min; stronger effect = higher value; 0 = EDTA background, 1 = DMSO-only activity. activation factor at 20 µM. 200,000 tested, under 10 active. AID 1136;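 active = activation factor at least 2 at 20 µM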
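Control set: EDTA negative control, DMSO positive control / Assay system: human TNAP / Quantity: TNAP 1/800 final / Evaluation: TNAP activation factor scaled between EDTA and DMSO control wells / Measured by: luminescent substrate turnover signal / Compound dosing: one dose, 20 µM / Times: 30 min enzyme reaction at room temperature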
Lmaj promast = inhibitors of Leishmania major promastigote growth. Leishmania major promastigotes, resazurin fluorescence viability. inhibition, % at 10 µM. 200,000 compounds, 9% hits. AID 1063; in the data active = inhibition above about 50%;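 note: promastigotes grown with compound for 44 hours at 28 °C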
Starred values were filed as active, the others as inactive; / = not tested or not shown.

nr	Compound	PMI act hi M6P	TNAP act hiacc	Diaphorase inh	TNAP inh hi DEA	TNAP inh noacc
1	COc1ccc(Nc2ccc(C(N)=O)cc2[N+](=O)[O-])cc1	0.9	0.9	17	14	10
2	COCCOC(=O)c1c(C)n(C)c2ccc(OC(=O)C3CC3)cc12	1	1	10	-2	-8
3	C=CCn1c(=O)c2ccccc2n2c(SCC(=O)N3CCCc4ccccc43)nnc12	1	1	17	-1	-10
4	O=C(NC1CCCCC1)C(c1ccco1)N(Cc1cccs1)C(=O)Cn1nnc2ccccc21 (configuration not stated)	1	1	-3	0	-10
5	CC(C)NCCCCOc1cccc(Br)c1	1	1	13	-4	-19
6	Cc1ccc(Cl)cc1N1CCN(CC(=O)Nc2ccc(CN3CCCCC3)cc2)CC1	0.9	1.1	14	-6	-18
7	CCCCCn1ccc(=O)c2c(C(F)(F)F)nccc21	0.9	1	10	-1	-6
8	CC(=O)c1ccc(Nc2cnn(C34CC5CC(CC(CC(=O)O)(C5)C3)C4)c(=O)c2Cl)cc1	1	1.1	14	-6	1
9	CP(=O)(COC(=O)c1ccccc1)COC(=O)c1ccccc1	1	1	4	2	-9
10	COc1ccccc1-c1ccc(=O)n(CC(=O)NC2CCc3ccccc32)n1 (configuration not stated)	/	1	/	-1	-8
11	CC(CCc1ccccc1)NC(=O)C1CCCN(C(=O)c2cc3sccc3n2C)C1 (configuration not stated)	1	1	13	-5	-20
12	O=[N+]([O-])c1ccc(Cl)c(/C=N/n2c(C3CCCCC3)n[nH]c2=S)c1	1	1	-20	-4	25
13	CCOc1ccccc1CN1C(=O)c2ccccc2C1C(=O)NC(C)CC (configuration not stated)	1.1	1	6	-4	-10
14	C=CCOc1c(Br)cc(/C=N/Nc2ccc(C(=O)O)cc2)cc1OCC	1	1	15	0	-1
15	NC(=O)NOCc1ccc(Cl)cc1Cl	0.9	1	7	-1	-12

nr	bIAP inh	Lmaj promast	bIAP activator	PMI activator	Diaphorase act
1	21	-8	0.8	1	0.8
2	-1	7	1	0.9	0.9
3	16	12	0.8	1.1	0.8
4	-2	15	1	1.1	1
5	/	99*	0.5	1	0.9
6	12	98*	0.9	0.9	0.9
7	7	-3	0.9	0.9	0.9
8	1	-4	1	1	0.9
9	6	-6	0.9	1	1
10	0	-10	1	/	/
11	-24	13	1.2	1	0.9
12	4	6	1	1.1	1.2
13	10	84*	0.9	1	0.9
14	3	-14	1	1	0.8
15	-6	3	1.1	1.1	0.9

Grouped by structure, the entries above containing a COOH group
nr	Compound	PMI act hi M6P	TNAP act hiacc	Diaphorase inh	TNAP inh hi DEA	TNAP inh noacc
8	CC(=O)c1ccc(Nc2cnn(C34CC5CC(CC(CC(=O)O)(C5)C3)C4)c(=O)c2Cl)cc1	1	1.1	14	-6	1
14	C=CCOc1c(Br)cc(/C=N/Nc2ccc(C(=O)O)cc2)cc1OCC	1	1	15	0	-1

nr	bIAP inh	Lmaj promast	bIAP activator	PMI activator	Diaphorase act
8	1	-4	1	1	0.9
14	3	-14	1	1	0.8

(further entries)
nr	Compound	PMI act hi M6P	TNAP act hiacc	Diaphorase inh	TNAP inh hi DEA	TNAP inh noacc
16	CC12CCC(=O)N1C(C(=O)OCC(=O)Nc1sccc1C#N)CS2 (configuration not stated)	0.8	1.1	36	-6	-8
17	O=c1cc(-c2cccc([N+](=O)[O-])c2)[nH][nH]1	0.8	1	22	3	-2
18	Cc1c(CC(C)C)nc(N)c(C#N)c1-c1ccccc1	0.9	1	14	-2	-5
19	CCOC(=O)c1c(NC(=O)Cn2c(=O)oc3ccccc32)oc(C)c1C(C)=O	1.1	1	5	-2	-9
20	COC(=O)c1c(C(=O)OC)c(C)n(Cc2ccco2)c1C	1	1.1	7	-9	-16
21	CC(C)c1ccccc1NC(=O)CNC(C)c1ccc(F)cc1 (configuration not stated)	1	1	3	-1	10
22	Cc1ccc(C(=O)NCCCn2ccnc2)cn1	0.9	1	17	-5	-8
23	CN(C(=O)c1cccs1)c1ccccc1C(=O)O	1	1	-1	-1	-10
24	CCOc1ccccc1OCCCC(=O)Nc1sccc1C(N)=O	0.8	1	20	-2	1
25	Fc1ccc(-c2csc3ncnc(Nc4ccc(N5CCOCC5)cc4)c23)cc1	0.9	1	12	-4	-7
26	CCc1ccc(CNC(=O)CN2C(=O)COc3ccccc32)cc1	0.9	1	9	-5	-12
27	COc1ccc(C2=Nn3c(nnc3-c3ccccn3)SC2)cc1OC	1	1	3	-3	-11
28	CCC(C)N1C(=O)CN(C2CCCCCC2)C(=O)C1c1ccccc1F (configuration not stated)	0.9	1	12	1	-3
29	CCC(CC)c1nnc(NC(=O)CCCN2C(=O)c3ccccc3C2=O)s1	0.9	1	16	-1	-4
30	COC(=O)c1c(NC(=O)c2ccc(C)o2)sc2c1CCCCC2	1	1	-2	-3	-4

nr	bIAP inh	Lmaj promast	bIAP activator	PMI activator	Diaphorase act
16	-3	0	1	0.9	0.6
17	-15	58*	1.2	0.9	0.8
18	10	-3	0.9	0.8	0.9
19	12	-4	0.9	1.2	0.9
20	6	2	0.9	1	0.9
21	-7	3	1.1	1	1
22	1	-4	1	0.9	0.8
23	-6	-4	1.1	0.9	1
24	7	4	0.9	0.8	0.8
25	-4	65*	1	0.9	0.9
26	8	0	0.9	0.9	0.9
27	-5	14	1	1	1
28	-6	19	1.1	1	0.9
29	2	-5	1	0.9	0.8
30	6	6	0.9	0.9	1

Later entries:
nr	Compound	PMI act hi M6P	TNAP act hiacc	Diaphorase inh	TNAP inh hi DEA	TNAP inh noacc
31	O=C1Nc2ccccc2C12OCC(COc1ccc(Cl)cc1)O2 (configuration not stated)	0.9	1.1	20	-5	6
32	Clc1ccc(CN(Cc2ccccc2)C(c2cccs2)c2nnnn2C2CCCC2)cc1 (configuration not stated)	1	1	4	-3	-10
33	Clc1ccc(CNc2cnccn2)cc1	1	1	4	0	-6
34	O=C(CN1C(=O)C2C3CCC(C3)C2C1=O)NCc1ccco1 (configuration not stated)	0.9	1	3	-2	-1
35	O=C(CCc1ccccc1)Nc1ccccc1C(=O)NCc1ccco1	1	1	10	-2	-10
36	CCOc1ccccc1CN1CCN(Cc2nc3c(s2)CCCC3)CC1CCO (configuration not stated)	/	1	/	0	-2
37	COC(=O)c1ccccc1OCCOCCOc1cccc2cccnc12	1	1.1	-1	-6	-19
38	Cc1ccc(C)c(NC(=O)C(Sc2nncn2C)c2ccccc2)c1 (configuration not stated)	0.9	1	9	-2	-7
39	Cc1ccc(Cl)cc1NC(=O)c1cnn2c1NC(c1ccco1)CC2C(F)(F)F (configuration not stated)	1	1.1	20	-8	-14
40	COc1ccccc1/C=N/Nc1nccnc1Cl	1	1	6	-4	-21
41	COc1ccc(CC(=O)Nc2ccc(-c3cn4ccc(C)cc4n3)cc2)cc1	1	1	3	-4	-15
42	O=[N+]([O-])c1ccc(Sc2n[nH]c(-c3ccccc3)n2)nc1	1	1	11	-4	2
43	COc1ccc(Cn2nnnc2CN(Cc2cc3ccc(C)cc3[nH]c2=O)C2CCCC2)cc1	0.9	1	28	-5	-7
44	Clc1ccccc1-c1nnc2sc(CCc3ccccc3)nn12	0.9	1	1	-4	17
45	CCOc1ccc(C(C)NC(=O)c2cccnc2OCC)cc1OCC (configuration not stated)	1	1	-1	-4	-3

nr	bIAP inh	Lmaj promast	bIAP activator	PMI activator	Diaphorase act
31	29	4	0.7	0.8	0.8
32	23	87*	0.8	0.9	1
33	6	-8	0.9	1	1
34	-3	-8	1	1	1
35	11	0	0.9	1	0.9
36	-20	21	1.2	/	/
37	13	-4	0.9	1	1
38	28	-7	0.7	1	0.9
39	11	20	0.9	0.9	0.8
40	5	3	1	1	0.9
41	21	14	0.8	0.9	1
42	9	8	0.9	0.8	0.9
43	3	82*	1	0.9	0.7
44	1	-4	1	0.5	1
45	-26	-3	1.3	1.1	1

Following part.
nr	Compound	PMI act hi M6P	TNAP act hiacc	Diaphorase inh	TNAP inh hi DEA	TNAP inh noacc
46	CCN1CCN(C(=O)c2oc(=O)c3ccccc3c2-c2ccc(C)cc2)CC1	1	1.1	14	-6	-4
47	Cc1cc(C(F)(F)F)n2nc(-c3sccc3-n3cccc3)cc2n1	0.9	1	8	2	-5
48	Cc1ccc(NC(=O)COC(=O)CCNS(=O)(=O)c2ccc(C)c(C)c2)cc1	0.8	1	20	2	-18
49	CCn1c(SCC(=O)N/N=C/c2ccccc2OCC(=O)O)nnc1-c1ccc(OC)cc1	1.1	1	-10	-3	6
50	CC1(C)CC(Cc2nc(=S)[nH][nH]2)C(=O)O1 (configuration not stated)	1.2	1	-3	-2	-18

nr	bIAP inh	Lmaj promast	bIAP activator	PMI activator	Diaphorase act
46	8	-5	0.9	1	0.9
47	3	1	1	0.9	0.9
48	-4	-10	1	0.7	0.8
49	9	-5	0.9	1.1	1.1
50	-10	-4	1.1	0.8	1

This is a random part of the collection. About 10% of those tested had a hit in this group.
